TRPN1 ag: zebrafish TRPN1 (NompC) channel agonism; activation, % at 3 µM; 220,000 compounds, 0.18% hits; HEK293 zebrafish TRPN1-YFP, Fluo-8 calcium fluorescence; 100% = response to 87 µM carbachol;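 active means activation above its plate's cutoff, the mean activation of test wells on that plate plus 3 SD, cut at about 19% in these data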;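 further: 0% = DMSO alone and 100% = 87 µM carbachol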
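Assay system: Zebrafish TRPN1-YFP in HEK293 cells | Incubation: Dye loading 1 h at 37 °C, then 30 min room temperature | Measured by: Kinetic Fluo-8 fluorescence, ex 470-495, em 515-575 nm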
PPC-1+TRAIL kill: kills PPC-1 cancer cells in the presence of TRAIL; PPC-1 cells + TRAIL, ATPLite viability luminescence; cell killing (% activity), % at 4 µM; 220,000 compounds, 0.41% hits; AID 1443;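 active means cell killing above 50% in the first pass at 4 µM, then a duplicate retest at 5 µM averaging 50% or more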;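 further: plate controls were cells with TRAIL plus DMSO for no effect and medium-only wells lacking cells for full effect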
TRPML3 agonist: agonists of human TRPML3 channel; 220,000 compounds, 0.29% hits; Q8TDD5; HEK293 TRPML3-YFP, Fluo-8 calcium fluorescence; 100% = the carbachol control signal; activation, % at 3 µM; AID 1448;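 active means activation above its plate's cutoff, the mean activation of the plate's test wells plus 3 SD, cut at about 12% in these data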;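 further: 0% = DMSO only wells and 100% = carbachol wells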
Target sequence (Q8TDD5 whole entry, looked up): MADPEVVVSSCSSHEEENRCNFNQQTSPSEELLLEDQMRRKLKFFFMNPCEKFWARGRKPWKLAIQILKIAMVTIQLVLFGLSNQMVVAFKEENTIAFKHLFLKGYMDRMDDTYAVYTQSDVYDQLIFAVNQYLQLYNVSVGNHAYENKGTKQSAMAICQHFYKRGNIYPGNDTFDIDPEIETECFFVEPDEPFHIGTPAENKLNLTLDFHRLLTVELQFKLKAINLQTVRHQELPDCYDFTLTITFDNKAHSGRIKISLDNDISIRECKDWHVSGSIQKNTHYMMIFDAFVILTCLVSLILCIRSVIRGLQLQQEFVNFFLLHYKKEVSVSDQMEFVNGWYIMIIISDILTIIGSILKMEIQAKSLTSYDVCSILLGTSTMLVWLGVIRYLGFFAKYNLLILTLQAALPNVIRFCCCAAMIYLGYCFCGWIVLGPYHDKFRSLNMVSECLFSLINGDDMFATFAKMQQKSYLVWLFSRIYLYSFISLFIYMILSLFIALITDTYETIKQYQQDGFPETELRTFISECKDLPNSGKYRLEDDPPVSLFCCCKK
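system = HEK293 cells stably carrying human TRPML3-YFP | doses = one concentration, 3 µM nominal, 0.3% DMSO | timing = dye loading 1 h 37 °C then 30 min ambient, 125 s read | detection = Fluo-8 calcium dye fluorescence, ex 470-495, em 515-575 nm | benchmarks = high control carbachol 87 µM, low control DMSO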
EBV gp42 inh: blocks Epstein-Barr virus glycoprotein 42 binding | inhibition, % (tested at 21.74 µM) | Q1HVG2 | 220,000 compounds, 0.42% hits | Fluorescence polarization binding assay, mP read-out; in the data active means inhibition above about 50%
Target sequence (Q1HVG2 whole entry, looked up): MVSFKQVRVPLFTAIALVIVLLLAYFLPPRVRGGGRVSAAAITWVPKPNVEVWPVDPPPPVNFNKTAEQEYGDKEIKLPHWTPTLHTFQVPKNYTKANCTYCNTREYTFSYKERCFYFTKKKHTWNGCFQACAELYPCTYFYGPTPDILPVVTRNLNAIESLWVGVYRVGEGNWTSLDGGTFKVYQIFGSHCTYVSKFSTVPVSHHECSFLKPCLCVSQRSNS
thrombin 1536: blocks human thrombin protease activity; P00734; AID 1046; 220,000 compounds, 0.26% hits; inhibition, % at 5 µM; alpha-thrombin, Boc-VPR-AMC fluorogenic substrate cleavage;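 active means inhibition at or above 40%; inactive means inhibition below 40%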;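 further: 0% = enzyme with no compound and 100% = wells without enzyme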
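Test system: human alpha-thrombin protein / Dosing: one concentration per compound, 5 µM, with 0.2% DMSO / Medium: pH 7.5 Tris-saline with Tween 20 / Benchmarks: no-compound enzyme wells and no-enzyme blanks / Read-out basis: percent inhibition of thrombin substrate cleavage / Timing: reaction at room temperature / Measured by: fluorescence, ex 355 nm, em 460 nm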
TbHK1 inh: T. brucei hexokinase 1 inhibition. recombinant TbHK1, G6PDH-coupled NADH A340. inhibition, % at 10 µM. 220,000 compounds, 0.11% hits. AID 1430;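 active means inhibition of 50% or more in the single-dose primary screen; inactive means inhibition below 50%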
Furin inhibitor: inhibitors of human furin; P09958; purified furin, fluorogenic substrate cleavage; inhibition, % at 30 µM; 220,000 compounds, 0.061% hits; AID 463115; in the data active means inhibition above about 25%; further: inactives centre near -15
KCC2 mod: modulators of human KCC2 chloride dependent transport | Q9H2X9 | KCC2 cells, thallium flux FluoZin-2 fluorescence | B-score of Tl+ flux slope (higher = more flux/activation; lower = inhibition) at 10 µM | 190,000 compounds, 2.2% hits | AID 1456;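 active means thallium flux slope and its plate-corrected score both differing from the plate sample mean at a set confidence after two filtering rounds, in either direction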;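 further: slope of fluorescence scaled to starting intensity during 10 to 20 s after thallium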
m-calpain inh: blocks pig calpain II enzyme activity | inhibition, % at 16 µM | AID 1236 | purified calpain II, fluorogenic peptide substrate, 30 min | 220,000 compounds, 0.37% hits;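 active means inhibition above about 50%, limit read from the data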
An asterisk follows results filed as active; i = inactive; . = no result given; [ ] = dose if it differs, or a comment.

SMILES	TRPN1 ag	PPC-1+TRAIL kill	TRPML3 agonist	EBV gp42 inh	thrombin 1536	TbHK1 inh	Furin inhibitor	KCC2 mod	m-calpain inh
CCOC(=O)c1c(Nc2ccccc2OCCOC)n[nH]c1C	-2.4	26	-0.7	-5	-1	-6	-13	-1	25
CC(C)COc1ccccc1C(=O)NC(CO)C(=O)O (stereo not drawn)	0.8	28	0.5	0	-1	-3	-21[20 µM]	.	26
COC(=O)c1cc(=O)cc(C(=O)OC)o1	0.3	-14	0.9	-14	-2	5	-15[20 µM]	0.08	20
CCOC(=O)C1=C(C)NC(=O)NC1c1ccc(N(CC)CC)cc1 (stereo not drawn)	-0.3	0	-0.9	-4	-11	2	-30	-0.7	-30
CC1=CC(C)C(C(=O)O)C(C(=O)N2CCN(C)CC2)C1 (stereo not drawn)	-0.2	8	0.8	-14	-10	0	-28	-0.16	-27
C1CNCCOCCNCCN1	0.9	27	0.5	-3	-4	6	-14	-0.79	-22
COc1cc(NC(=O)CN(C)Cc2cccc(F)c2)c(C)cc1[N+](=O)[O-]	0.8	-9	0.1	-29	-5	-5	-16	0.26	-26
Cc1cccc(Nc2nc(N)nc(CN3CCN(c4ccccc4F)CC3)n2)c1	-0.8	.	0.2	.	.	0	-7	.	.
CCn1c(=N)c(S(=O)(=O)c2ccc(C)cc2)cc2c(=O)n3ccccc3nc21	0.3	.	0.7	-10	-21	-6	-68	.	-309
COC(=O)NNC(=O)c1ccc(C)cc1	0.2	-10	0.6	-12	2	0	-8[20 µM]	1.3	10
Cc1cc(NC(=O)CSc2nnc(C(C)N(C)C)n2-c2ccc(F)cc2)no1 (stereo not drawn)	2.0	2	1.5	-12	-3	-4	-23	-0.52	0
CC(C)(C)NC(=O)COC(=O)CCC(=O)c1ccc(Cl)cc1	0.0	13	0.0	2	-13	-5	-18	0.4	-37
N/C(Cc1ccc(Cl)cc1Cl)=N\OC(=O)Cc1ccccc1	-0.9	-8	-0.9	-10	-5	1	-11	-0.65	26
Cc1ccc(S(=O)(=O)N2CCC(C(=O)N[C@H](C(=O)NCc3ccco3)C(C)C)CC2)cc1	0.1	25	-0.6	-9	0	3	-12	.	-21
COc1cccc(C(C)NC(=O)Nc2cccc(C(F)(F)F)c2)c1 (stereo not drawn)	1.0	22	2.5	-5	-2	7	-15	-0.36	28
COc1ccc(NC(=O)CCN2CCCC2)c(OC)c1	1.5	22	-0.1	0	-5	3	-24[20 µM]	0.31	11
Cc1cc2nc(C)n(CCCNC(=O)Nc3cccc4ccccc34)c2cc1C	0.4	15	0.1	-69	2	-12	-12[20 µM]	-0.019	-149
COc1ccc(C2=NCCNC(C(F)(F)F)=C2)cc1	1.4	18	1.1	6	-3	-38	23	0.95	9
O=C1CCN(S(=O)(=O)c2ccc(Cl)cc2)N1	0.7	14	1.1	-1	5	8	-27	0.98	-25
O=C(OCc1c(Cl)cccc1Cl)c1cnccn1	0.4	19	0.2	-11	-10	3	-6[20 µM]	.	-21
O=C(N/N=C/c1cccc([N+](=O)[O-])c1)C1CC(=O)N(c2ccc(Cl)cc2)C1 (stereo not drawn)	0.2	15	0.5	-10	-6	4	3[20 µM]	.	-28
CC(C)Nc1nc(Cl)nc(N(C#N)CN2C(=O)c3ccccc3C2=O)n1	-0.2	9	-0.1	-5	-2	-4	-18	-0.13	30
Nc1ccccc1-c1nnc(-c2ccc(-c3ccccc3)cc2)o1	2.5	5	0.5	-17	-2	-11	-13[20 µM]	-0.91	i
Cc1ccc(NC(=S)Nc2c(C)n(C)n(-c3ccccc3)c2=O)cc1Cl	-0.1	6	0.2	3	-8	-1	-9	0.63	-5
O=C(CSc1nc2c(sc3ccccc32)c(=O)n1CCCN1CCCC1)NCC1CCCO1 (stereo not drawn)	-0.2	-5	0.1	-2	-23	-15	-11[20 µM]	-1.9	11
COC(=O)N/N=C/c1cc(Cl)cc(Cl)c1OCc1ccccc1	0.0	8	0.7	1	-8	-6	-19	-0.098	-9
CC1CCN(C(=O)N[C@@H](Cc2ccccc2)C(=O)O)CC1	0.6	-5	-0.3	-7	4	0	-13	0.28	14
COC(=O)N/N=C(\C)c1ccc(Br)cc1	0.2	11	-0.1	17	-5	-3	-32[20 µM]	.	-9
CC1CCCC(NC(=O)c2cccc(N3CCCC3=O)c2)C1C (stereo not drawn)	0.4	5	0.1	3	-12	4	-4	-0.78	19
O=C(CCN1C(=O)c2ccccc2C1=O)N1CCN(C(=O)c2ccccc2)CC1	0.0	30	0.6	-26	-1	-1	-18[20 µM]	.	12
Cc1ncoc1C(=O)N1CCCC(C(=O)c2cccc3ccccc23)C1 (stereo not drawn)	0.2	-25	0.2	-12	-6	-5	-33	-0.61	-17
CC(C)c1[nH]nc2c1C(c1ccco1)C(C#N)=C(N)O2 (stereo not drawn)	-3.3	4	0.4	-23	-7	-16	-18	-1.5	-30
CCC(=O)c1c[nH]c(C(=O)NCCCN2CCOCC2)c1	2.2	-9	0.6	-15	-5	5	-20[20 µM]	.	13
O=C(/C=C/c1ccc(O)cc1)c1ccc(O)cc1O	0.3	-8	0.9	10	1	-13	-13	-0.6	-2
Nc1c(C(=O)c2ccccc2)sc2c1c(=O)[nH]c(=O)n2-c1ccccc1	-1.7	8	-1.3	2	-13	-8	-14	-2	-12
c1ccc(Nc2cc(-c3ccccc3)nc3ncnn23)cc1	0.8	9	0.8	4	-9	-18	-4	.	-18
CC(C)COCC(CN(Cc1ccccc1)c1ccccc1)N1CCCC1 (stereo not drawn)	-2.6	8	-0.8	-5	.	.	.	-0.55	21
CCOc1ccc(CC(=O)Nc2c(C(=O)Nc3ccccc3)oc3ccccc23)cc1OCC	-0.2	6	0.1	-19	-16	-12	-13[20 µM]	-0.18	-41
CCN(CC)S(=O)(=O)c1cccc(NC(=O)c2cncc(Br)c2)c1	6.8	-8	1.8	-3	29	9	-10	-0.83	24
COc1cccc(OCc2cc(/C=N/NC(=O)c3ccn[nH]3)ccc2OC)c1	-1.1	9	-0.6	-24	-3	-15	-3[20 µM]	-0.67	-45

Complete entries as entered above. Screens in order: TRPN1 ag, PPC-1+TRAIL kill, TRPML3 agonist, EBV gp42 inh, thrombin 1536, TbHK1 inh, Furin inhibitor, KCC2 mod, m-calpain inh
`Nc1ccccc1-c1nnc(-c2ccc(-c3ccccc3)cc2)o1` is entered as 2.5, 5, 0.5, -17, -2, -11, -13[20 µM], -0.91, i
`Nc1c(C(=O)c2ccccc2)sc2c1c(=O)[nH]c(=O)n2-c1ccccc1` is entered as -1.7, 8, -1.3, 2, -13, -8, -14, -2, -12

(further entries)
SMILES	TRPN1 ag	PPC-1+TRAIL kill	TRPML3 agonist	EBV gp42 inh	thrombin 1536	TbHK1 inh	Furin inhibitor	KCC2 mod	m-calpain inh
CCOC(=O)NC(NC(=S)Nc1ccccc1[N+](=O)[O-])C(Cl)(Cl)Cl (stereo not drawn)	-0.1	-21	0.3	-5	12	2	-27[20 µM]	-0.082	24
COc1ccc(OC)c2[nH]c(=O)c(CCNC(=O)c3ccc(Br)o3)cc12	0.6	21	-0.1	-20	-3	-2	-14[20 µM]	-1.3	-50
CC(C)c1ccccc1NC(=O)COC(=O)CCN1C(=O)/C(=C\C=C\c2ccccc2)SC1=S	1.1	10	0.3	-24	4	-5	-13	-0.17	-25
COc1ccc(C2C(=O)N(CCc3ccccc3)CC(=O)N2C2CCCCC2)cc1 (stereo not drawn)	-1.2	16	0.7	-22	6	-4	-21[20 µM]	-3	6
C=CCNC(=S)Nc1c(C(=O)OC)[nH]c2cc(OC)ccc12	-0.3	3	0.5	1	-8	-7	-6	2.8	-8
CCSc1nc2nc(C)cc(C)n2n1	-0.2	-8	-0.2	-5	5	-12	-27	-0.33	7
Cc1ccc(F)cc1NC(=O)N1CCCN(c2ccc(C(F)(F)F)cn2)CC1	6.6	-4	2.2	19	-8	-4	-8	0.46	31
O=C(/C=C/c1ccc([N+](=O)[O-])cc1)NCCOc1ccc(F)cc1	-1.0	5	0.1	-8	-1	-11	3	-3.3	20
COc1ccc(C(=O)c2cc3cccc(OC)c3o2)cc1	-2.8	15	-1.0	6	2	-17	-10	-0.23	21
COCc1cc(=O)[nH]c(/N=C(\N)Nc2ccc(Cl)c(Cl)c2)n1	1.8	5	1.3	-6	-8	-8	-13	0.75	-32
COC(=O)c1ccccc1NC(=O)CN(c1cc(OC)ccc1OC)S(C)(=O)=O	-0.7	-5	0.2	11	0	-3	-17[20 µM]	.	-35
COc1ccc(CNC(=O)CN2CCN(S(=O)(=O)c3cccs3)CC2)cc1OC	-0.5	7	0.1	-6	4	1	-29	0.45	21
COc1ccc(CNC(=O)COC(=O)c2n[nH]c3ccccc23)cc1	0.6	-6	0.9	-16	4	5	-13	-1	-11
O=C1CCCCCC1C1(O)C(=O)Nc2ccc(Br)cc21 (stereo not drawn)	2.0	28	1.2	-13	-4	41	-15	-0.39	13
Nc1c(-c2ccccn2)cnn1-c1nc(-c2ccc(F)cc2)cs1	0.3	6	-0.5	-22	-7	-8	-23	4.2	-8
COc1ccc2[nH]cc(S(=O)(=O)c3ccc(C)cc3)c2c1	-2.3	-19	-0.4	5	-3	-2	-7	-0.17	40
CC12CN(C(=O)c3ccco3)CC(c3ccccc3)(CN(C(=O)c3ccco3)C1)C2=O	2.1	25	0.4	-6	-2	4	-17[20 µM]	2	-7
COc1ccc(C(C)(C)C)cc1NC(=O)c1c(C)noc1C	-1.0	14	-0.1	-16	-2	-2	-13[20 µM]	1.3	16
Cc1cc(NS(=O)(=O)c2ccc(NC(=O)c3cc4c(=O)n5ccccc5nc4s3)cc2)nc(C)n1	0.2	20	1.1	14	-6	-8	-20	0.68	-184
NS(=O)(=O)c1ccc(N2CCCC2=O)c([N+](=O)[O-])c1	1.7	.	-0.1	-21	-5	-4	-27	1.5	-21
O=C1OCc2ccc(NC(=O)C3CC3)cc21	1.0	-2	0.3	-5	-3	-5	-19	-0.021	-8
Cc1cccnc1NC(=O)C1c2ccccc2Oc2ccccc21	-1.8	14	0.8	1	0	-2	-15	-0.71	-11
CC1(C)CC(=O)C(C=Nc2ccc3c(c2)OCO3)=C(O)C1	0.9	18	0.3	-4	-4	-35	-22[20 µM]	0.022	-2
Cc1cc(C)cc(N(CC(=O)NC2CCC(C)CC2)S(=O)(=O)c2c(C)[nH]c(=O)[nH]c2=O)c1 (stereo not drawn)	-0.9	10	0.8	-10	-2	-5	-7	-1.1	15
CCOC(=O)N1CCC(NS(=O)(=O)c2cc3c(cc2C)NC(=O)CO3)CC1	0.3	8	1.8	-12	-1	3	-31	0.12	-14
COc1cc(C)c(S(=O)(=O)N2CCCC2)cc1C(C)C	-1.8	-10	1.6	7	-10	-9	-21	-0.064	-2
O=C(Cc1ccccc1)NCC(=O)OCC(=O)c1ccc(OC(=O)c2ccccc2)cc1	2.4	10	1.1	12	-2	-6	-33	-0.45	16

Of the compounds above, these have a cyano group:
SMILES	TRPN1 ag	PPC-1+TRAIL kill	TRPML3 agonist	EBV gp42 inh	thrombin 1536	TbHK1 inh	Furin inhibitor	KCC2 mod	m-calpain inh
CC(C)Nc1nc(Cl)nc(N(C#N)CN2C(=O)c3ccccc3C2=O)n1	-0.2	9	-0.1	-5	-2	-4	-18	-0.13	30
CC(C)c1[nH]nc2c1C(c1ccco1)C(C#N)=C(N)O2 (stereo not drawn)	-3.3	4	0.4	-23	-7	-16	-18	-1.5	-30
